Compound activity from PubChem BioAssay.
proKLK7 act = activators of human kallikrein-7 zymogen | P49862 | purified proKLK7, EDANS-DABCYL substrate fluorescence; 100% is mature enzyme control, 0% vehicle | activation, % at 7 µM | hit rate 0.9% among 370,000 | AID 652039;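 active means activation above the mean of all tested compounds plus 3 SD, computed per campaign excluding outliers beyond control limits, cut at about 13% in these data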
HGIII-sPLA2 inh = Inhibits HGIII-sPLA2 liposome hydrolysis, primary screen | QFRET BODIPY PC-A2 liposome hydrolysis, fluorescence | AID 743126 | inhibition, % at 12.2 µM | Q9NZ20 | hit rate 0.56% among 370,000;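 active means inhibition above mean plus 3 SD of compounds lying within the high and low control bounds, cut at about 19% in these data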;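 further: 0% = median of test compound wells and 100% = no enzyme DMSO wells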
hgDAF-12 ag = agonists of H. glycines DAF-12 nuclear receptor; HEK293 GAL4-hgDAF12 UAS-luciferase reporter, agonist luminescence; normalized to butyrate control; hit rate 1.8% among 370,000; activation, % at 6.8 µM;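 active means activation above a cutoff set at the mean of all screened compounds plus 3 SD, cut at about 10% in these data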;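 further: 0% = DMSO wells and 100% = sodium butyrate wells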
GAA850 FXN act = activators of GAA850 frataxin (FXN) promoter; HEK293 lucGAA850 FXN promoter luciferase reporter, 24 h; percent of 10 µM SAHA response; activation, % at 6 µM; hit rate 0.56% among 360,000;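 active means activation above the average of all compounds screened plus 3 SD, cutoff fixed separately per campaign, cut at about 7.5% in these data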;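 further: 0% = DMSO wells and 100% = 10 µM SAHA wells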
hcDAF-12 act = activators of H. contortus DAF-12 nuclear receptor. HEK293 hcDAF-12 lit1-tk-luc reporter, luminescence; 0% DMSO, 100% Δ7-dafachronic acid. activation, % at 6.8 µM. hit rate 1.4% among 370,000. AID 652067;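 active means activation above the mean of all tested compounds plus 3 SD, cut at about 5.5% in these data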;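 further: 100% = response to 3 µM Δ7-dafachronic acid high control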
GC-A act = GC-A (human) enzyme activation | HEK293 GC-A cells, cGMP TR-FRET, EC30 ANP; 0% at EC30 ANP, 100% saturating ANP | activation, % at 10 µM | hit rate 0.14% among 370,000; in the data active means activation above about 40%
Target sequence (P16066 whole entry, looked up): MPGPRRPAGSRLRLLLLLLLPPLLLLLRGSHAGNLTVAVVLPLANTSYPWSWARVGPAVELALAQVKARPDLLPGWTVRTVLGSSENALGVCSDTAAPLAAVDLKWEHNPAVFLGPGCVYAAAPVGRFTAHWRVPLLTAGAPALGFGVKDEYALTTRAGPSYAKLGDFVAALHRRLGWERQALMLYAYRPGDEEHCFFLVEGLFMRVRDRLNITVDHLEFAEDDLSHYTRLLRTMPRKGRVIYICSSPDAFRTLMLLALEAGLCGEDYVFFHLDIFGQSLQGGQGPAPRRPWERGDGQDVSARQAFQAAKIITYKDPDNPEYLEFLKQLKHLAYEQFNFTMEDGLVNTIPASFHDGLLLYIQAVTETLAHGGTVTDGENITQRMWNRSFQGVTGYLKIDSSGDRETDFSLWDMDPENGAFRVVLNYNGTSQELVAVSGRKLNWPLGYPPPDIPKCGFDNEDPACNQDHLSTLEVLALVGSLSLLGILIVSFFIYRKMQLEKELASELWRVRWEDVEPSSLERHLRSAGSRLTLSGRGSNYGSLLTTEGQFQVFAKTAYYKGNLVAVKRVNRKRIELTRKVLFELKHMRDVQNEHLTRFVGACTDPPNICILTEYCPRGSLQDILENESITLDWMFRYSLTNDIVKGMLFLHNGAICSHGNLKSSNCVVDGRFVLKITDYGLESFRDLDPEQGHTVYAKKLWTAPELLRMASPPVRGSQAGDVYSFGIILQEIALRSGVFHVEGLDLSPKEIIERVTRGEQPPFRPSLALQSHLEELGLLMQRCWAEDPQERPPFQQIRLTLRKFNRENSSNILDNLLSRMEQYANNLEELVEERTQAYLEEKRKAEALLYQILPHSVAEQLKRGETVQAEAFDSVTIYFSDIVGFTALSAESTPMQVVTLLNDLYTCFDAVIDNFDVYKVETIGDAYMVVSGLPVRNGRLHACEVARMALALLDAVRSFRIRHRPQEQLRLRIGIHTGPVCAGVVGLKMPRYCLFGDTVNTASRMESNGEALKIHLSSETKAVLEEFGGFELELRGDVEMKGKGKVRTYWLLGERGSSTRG
ssDAF12 agonist = activates DAF-12 receptor from parasite S. stercoralis | activation, % at 6.8 µM | AID 652126 | hit rate 1% among 370,000 | HEK293 ssDAF-12/GRIP1 lit1-tk-luc reporter, luminescence; % of 3 µM dafachronic acid response;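 active means activation above the mean over all tested compounds plus 3 SD, cut at about 0.9% in these data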;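 further: 0% = DMSO-only wells and 100% = 3 µM delta7-dafachronic acid wells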
SMARCA2 act = increases SMARCA2 function in MMTV reporter cells | MG213 cells, MMTV-luciferase reporter, dexamethasone, overnight | activation, % at 9.1 µM | hit rate 1% among 370,000; in the data active means activation above about 7.8%;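 further: 0% = vehicle wells and 100% = reference activator wells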
DAX1 inh-1 = inhibitors of DAX1 repression of SF-1 activated StAR promoter; inhibition, % at 6.8 µM; hit rate 1.1% among 370,000; AID 652010; HEK293T StAR-luciferase reporter, SF-1/DAX-1 repression relief;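 active means inhibition above the mean over all tested compounds plus 3 SD, cut at about 3.6% in these data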;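 further: 0% = DAX-1 cells with DMSO and 100% = cells lacking DAX-1 with DMSO; higher inhibition means more luminescence from relief of DAX-1 repression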
NPR2 activator = GC-B (human) receptor activation; P20594; HEK293-GC-B cells, CNP EC30, cGMP TR-FRET; 0% at EC30 CNP, 100% saturating CNP; activation, % at 10 µM; hit rate 0.11% among 370,000; AID 1920062;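 active means activation at 10 µM reaching about 35% in either raw or pattern-adjusted values, limit read from the data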
DAX1 inh-2 = inhibits human nuclear receptor DAX1 | inhibition, % at 6.75 µM | HEK293 Gal4-DAX1 luciferase reporter, luminescence | AID 504766 | P51843 | hit rate 0.99% among 340,000;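 active means inhibition above the mean over all tested compounds plus 3 SD, cut at about 4.2% in these data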;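 further: 0% = DAX1-transfected cells with DMSO and 100% = empty-vector control cells with DMSO; inhibition shows as a rise in luminescence from relieved DAX1 repression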
The depositor's hits bear a star; · = not tested or not shown.

SMILES	proKLK7 act	HGIII-sPLA2 inh	hgDAF-12 ag	GAA850 FXN act	hcDAF-12 act	GC-A act	ssDAF12 agonist	SMARCA2 act	DAX1 inh-1	NPR2 activator	DAX1 inh-2
COc1ccc(-n2nc(C(=O)NCC(=O)NCCCN3CC(C)CC(C)C3)c3ccccc3c2=O)cc1 (stereo unspecified)	-0.6	-8.2	-0.7	1.0	-1.6	-0.4	-0.8	-1.4	-0.6	0.6	-0.1
N/C(Cc1nc(-c2ccc(Br)cc2)cs1)=N\O	0.4	-11.0	-0.6	2.5	0.2	2.6	-1.3	1.7	0.2	-0.5	1.0
CS(=O)(=O)N(CC(=O)Nc1ccc(Br)cc1)C1CCCCC1	-0.1	-3.3	-2.3	-1.1	-3.3	-2.4	-1.9	1.5	-0.5	-0.9	-0.3
C=C1C(=O)OC2CC1C(OC(C)=O)CC(C)=CCCC(C)=CCCC2(C)O (stereo unspecified)	-0.4	-4.6	-14.0	-7.1	-5.5	1.6	-2.7	-5.4	-5.4	-1.1	·
CCCCCCSc1cc(-c2nc3ccc(Cl)cn3c2NC2CCCCC2)ccc1OC	-0.1	2.8	0.9	4.1	-0.4	11.0	-0.8	0.4	0.2	7.2	1.1
O=C(O)c1ccccc1C(=O)NCCCn1ccnc1	-0.2	-1.7	-1.4	-0.2	0.0	2.4	-1.0	0.9	-0.3	4.9	1.0
CC1=C(C(=O)OCc2ccccc2)C(c2ccc(C#N)cc2)NC(=O)N1CCCC(=O)O (stereo unspecified)	0.1	6.9	-0.9	0.8	-0.4	-1.2	-1.2	1.6	0.4	0.7	3.5
CC(/C=C/C=C/c1ccccc1)=N/NC(=O)CNc1ccccc1C	-0.8	0.8	1.7	0.9	-1.0	-4.1	-1.3	-3.0	-0.1	5.9	2.2
Cn1cccc1Cc1nnc(SCC(=O)NCc2ccco2)n1CCc1ccccc1	0.4	-17.2	1.9	-0.1	1.2	0.6	-0.2	-2.0	-0.7	2.1	-1.3
COC(=O)c1cc(C(=O)Nc2cccc(C)n2)cc([N+](=O)[O-])c1	0.2	5.0	0.8	-0.4	-1.9	2.3	-1.4	-1.5	0.4	-7.3	-0.1
COc1cc(CNn2cn[nH]c2=S)cc(Br)c1OCc1ccccc1F	0.1	3.5	-2.4	3.9	-1.8	1.8	-1.4	-3.4	-0.2	-3.0	-1.0
O=C1CC(c2ccco2)CC(O)=C1C=NCC1CCNCC1 (stereo unspecified)	-0.6	0.3	1.9	-1.6	-0.7	-3.1	-0.6	-0.8	0.2	7.2	1.4
COc1ccc(/C(C)=N/Nc2nc3ccccc3n3cnnc23)cc1OC	0.3	5.8	-1.6	·	2.8	1.8	-1.3	1.1	-0.1	-12.8	·
CS(=O)(=O)c1ccc(C(=O)NCc2ccccc2F)cc1	-0.2	0.5	1.3	0.2	0.6	1.6	-1.3	2.6	-0.2	1.1	-0.8
CCOc1ccc(N2C(=O)CC(N3CCC(NC(=O)Nc4ccccc4)CC3)C2=O)cc1 (stereo unspecified)	-0.3	-5.4	0.2	-1.4	-0.6	-2.4	-0.9	0.3	-0.4	-1.1	0.0
COC(=O)CCCN=C1SCCN1Cc1ccccc1	0.4	2.8	0.8	-0.9	1.0	-0.4	-0.9	-2.7	-0.1	1.0	0.4
Cc1ccc(OCC(=O)O/N=C(\N)Cc2ccc([N+](=O)[O-])cc2)cc1C	0.7	-13.9	-1.0	-0.2	-0.2	0.6	-1.1	-3.9	-0.3	-2.1	0.2
CSC1=C(C#N)C(c2sccc2C)CC(=O)N1 (stereo unspecified)	-0.7	0.7	-2.4	2.8	0.1	2.8	-0.6	-2.6	-0.4	3.1	1.7
COc1ccc(NC(=O)CSc2nc3sc(C)cc3c(=O)n2C)cc1	0.4	-0.3	1.0	-1.4	-0.6	-0.2	-0.9	1.4	-0.4	-0.6	-0.4
COc1ccc(CNc2nc(NCc3ccc(OC)c(OC)c3)n(C(=O)c3cccs3)n2)cc1OC	199.4*	-39.7	-2.0	-3.6	-2.2	15.7	-1.3	0.2	-1.0	9.7	-0.9
CCOc1ccc(N2CC(C(=O)NCc3cccc(C)c3)CC2=O)cc1 (stereo unspecified)	0.2	-3.3	-1.1	1.5	-1.7	3.3	-0.6	0.4	0.2	5.3	-0.2
Clc1cccc(Cc2c(C3CCCCC3)nc3c4ccccc4ccn23)c1	-0.8	-4.6	6.9	·	6.3*	-4.9	0.5	0.5	3.8*	-2.9	·
O=C(c1cccs1)N1C[C@H](O)[C@@H](n2cc(C3CC3)nn2)C[C@@H]1c1ccccc1	0.3	-0.2	2.5	-1.2	0.1	-0.4	-1.2	-3.3	0.5	-4.0	0.2
CCCc1ccc(-c2cc(NC(=O)Cc3c(C)[nH]c4ccccc34)ccc2Nc2cccnc2)cc1	-2.4	-12.9	1.2	·	1.6	-3.1	-0.6	0.7	-1.1	1.3	·
Cc1ccc(-c2nnc(-c3ccccc3)o2)cc1	0.1	2.1	11.5*	5.5	4.3	-22.9	0.3	3.0	3.4	-2.1	1.4
Cc1ccc(S(=O)(=O)N2CCN(C(=O)COC(=O)c3ccc(Cl)c(S(N)(=O)=O)c3)CC2)c(C)c1	1.1	-6.9	-2.7	0.8	-0.2	-4.0	-1.5	-0.5	0.7	0.8	0.3
COc1ccccc1CNS(=O)(=O)c1ccc(F)cc1Br	0.3	-3.6	-1.6	·	-1.4	-2.7	-1.4	2.0	-0.8	1.2	·
CC12CCC(C)(O1)C1C(=O)N(c3nccs3)C(=O)C12 (stereo unspecified)	-0.6	5.8	0.2	-0.9	1.3	2.0	-0.9	0.7	0.9	6.4	-0.1
Cc1ccc(C(=O)Nc2ccc(NC(=O)c3ccc(C)o3)cc2)o1	29.3*	2.1	-0.4	-0.6	-0.4	-6.2	-1.1	-1.2	-0.4	2.3	-1.6
Brc1ccccc1CN1CCN(Cc2c[nH]c3ccccc23)CC1	0.0	-29.1	-1.1	·	3.6	-14.5	-0.7	-0.8	-1.0	-14.4	·
COC(=O)c1cc(NC(=O)Cc2cc(OC)c(OC)c(OC)c2)cc(C(=O)OC)c1	0.8	-3.6	-3.0	1.2	-0.2	-6.5	-1.1	-0.1	-1.1	1.8	-2.2
C/C(CC(=O)NC(C)(C)C)=N\NC(=O)c1ccco1	-0.8	-1.3	12.8*	6.0	1.8	0.7	-0.5	8.9*	1.7	-0.4	0.2
CCN(CC)C(=O)COc1coc(CN2CCN(c3ccccc3)CC2)cc1=O	-0.3	4.0	1.5	0.8	0.3	2.2	-1.2	0.6	-0.2	-1.3	0.3
O=C1CCc2cc(S(=O)(=O)Nc3ccc(F)cc3)cc3c2N1CC3	0.0	10.0	-2.1	0.2	-1.4	-2.4	-0.9	-2.9	1.5	0.9	-1.3
O=C(CCCc1nc2ccccc2s1)Nc1ccc(N2CCOCC2)cc1	-0.3	-1.7	-1.4	-0.1	-1.2	-0.3	-1.6	3.7	-0.2	-2.7	1.7
O=S(=O)(c1ccc(Cl)cc1)N1CCCC(C(F)(F)F)C1 (stereo unspecified)	0.2	1.5	-0.1	3.1	-0.1	0.1	-0.7	-3.7	-0.1	0.2	-1.2
COc1ccc(C(C)(C)C)cc1NC(=O)COC(=O)C(C)C	-0.3	1.2	-1.0	1.1	-2.0	-1.6	-1.2	4.2	0.6	-1.7	0.6
Cc1ccccc1C1CC(=O)NC2=C1C(=O)CCC2 (stereo unspecified)	0.0	-2.9	2.6	3.0	-2.2	3.5	-0.9	-0.8	-0.6	5.7	0.1
CCC(CC)C(=O)N1CC(=O)Nc2ccc(Br)cc2C1c1ccccc1 (stereo unspecified)	0.8	0.9	-0.6	0.0	-1.4	-16.2	-0.4	1.1	2.0	-26.9	0.9
CN(C)c1ccc(/C=N/NC(=O)c2ccn(C)n2)cc1	1.9	20.1*	5.1	1.9	4.9	-6.3	-0.8	6.4	1.2	-1.8	1.6
COc1ccc(S(=O)(=O)NCC2CCCN(C(=O)c3ccccc3)C2)cc1 (stereo unspecified)	0.6	-9.3	-3.9	-0.5	-0.8	4.1	-1.6	-0.9	0.8	-2.5	0.0
CC(=Nc1ccccc1C(F)(F)F)c1ccncc1	0.2	-2.9	-0.8	1.7	-0.1	-1.0	-1.3	3.5	-0.3	0.6	3.4
O=c1c2ccccc2nnn1CSc1nnc(COc2ccc(Cl)cc2)n1Cc1ccco1	-0.6	4.2	-1.6	-2.8	1.0	-1.0	-1.2	1.4	-1.0	1.0	-0.1
Cc1cccc(-n2cnc3cc(C(=O)NCCN4CCOCC4)ccc32)c1	-0.1	7.4	-0.6	-0.4	-1.3	1.8	-0.5	-1.9	-0.2	-3.5	0.3
C=CCNC(=O)C1CC(=O)N(c2ccc(OCC(=O)Nc3ccc(CC)cc3)cc2)C1 (stereo unspecified)	0.2	-0.5	-0.6	0.7	-0.1	-3.6	-1.5	2.1	1.2	0.5	3.5
CCc1noc(C)c1C(=O)N1CCN(S(=O)(=O)c2c(C)c(C)cc(C)c2C)CC1	-0.3	4.5	-0.5	-0.5	0.6	0.4	-0.8	2.4	1.2	4.7	0.2
COc1ccc(CNC(=O)CNC(=O)c2ccc(Br)o2)cc1OC	-0.4	6.7	-2.2	1.1	-2.1	0.4	-1.2	-1.8	0.5	1.7	0.1
CC(=O)Nc1c(-c2ccc(F)cc2)nc2ncccn12	12.1	17.8	0.0	·	0.6	3.8	-0.7	-1.8	-0.7	2.5	·
CC(C)(C)C(=O)COC(=O)C1CC(=O)N(c2ccccc2)C1 (stereo unspecified)	0.2	-0.4	0.8	0.2	-0.9	-0.3	-1.3	-0.2	-0.3	-0.4	2.4
COC(=O)[C@H](Cc1ccccc1)NC(=O)NCc1cccs1	-0.1	0.2	2.1	-0.1	1.2	-1.3	-1.5	3.0	-0.7	3.0	0.6
CCCCC(=O)Nc1cc([N+](=O)[O-])ccc1Cl	0.1	6.2	-0.6	1.1	0.0	-1.1	-0.8	-1.9	-0.2	-0.9	2.1
c1ccc(Cn2nnc3c(NCC4CC4)ncnc32)cc1	0.1	-0.9	3.8	2.0	1.2	0.2	-0.6	2.5	2.5	2.1	1.6
COc1cc(OC)cc(C(=O)N[C@H](C(=O)OCC(=O)Nc2ccc(C)cc2C)C(C)C)c1	0.6	-12.9	-0.9	-3.0	0.9	-5.4	-0.9	-1.0	0.1	-5.8	-0.6
O=S(=O)(Nc1cccc(S(=O)(=O)N2CCCC2)c1)c1ccc(F)cc1	-0.3	-13.1	-0.3	-1.5	0.2	1.1	-0.8	-1.4	-0.5	2.0	-0.5
CCOc1ccc(C(C)=O)cc1COc1cccnc1[N+](=O)[O-]	0.4	-0.3	-1.4	-4.1	-2.6	4.6	-1.1	0.5	-0.5	-3.9	-1.1
